Source: PubChem (National Center for Advancing Translational Sciences (NCATS))
Cycloheximide cs: counter-screen for Shiga toxin inhibitors: cycloheximide protein synthesis inhibition; cell reporter, cycloheximide protein synthesis inhibition counterscreen; hit rate 12% among 300,000; max response, %; in the data active = max response mostly above about 13%, no sharp cut-off; inactive = mostly below about 14%; also: read at 38.3 µM for the half of the compounds with a filed dose; 0% is about no effect
Pf growth 96h: inhibits malaria parasite growth, 96 h; P. falciparum luciferase reporter growth, 96 h; Potency, µM (doses to about 28.7 µM), without a hit: at the top dose activity change, negative = inhibition, usual class: inhibitors; hit rate 6.9% among 320,000; also: potency is read from the fitted curve at half-maximal effect; % is scaled to controls: 0 for no effect and ±100 for the full control effect
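P. falciparum expressing integrated firefly luciferase grown in erythrocytes (2% hematocrit, 0.05% parasitemia final) with compounds for 96 hours at 37 C, 5% CO2. Growth inhibition read as loss of luminescence after adding luciferase detection reagent.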
Tb PYK inh: inhibitors of Trypanosoma brucei pyruvate kinase; TbPYK enzyme, Kinase-Glo Plus ATP luminescence, 45 min; Potency, µM (series often up to 76.8 µM), inactives show top-dose activity, negative = inhibition, usual class: inhibitors; hit rate 0.12% among 410,000; Q57TT1; also: potency is read from the fitted curve at half-maximal effect; % is scaled to controls: 0 for no effect and ±100 for the full control effect; nearly all actives have a fitted effect of over 50% in size
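Glycolytic pyruvate kinase of T. brucei was incubated with substrate, test compound and 130 uM ADP for 45 minutes at room temperature. Luminescent Kinase-Glo Plus signal was measured after 10 minutes.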
LmPK inhibitor: LmPK (Leishmania mexicana) enzyme inhibition; AID 1721; Q27686; Potency, µM (top dose mostly 57.5 µM), for inactives: at the highest dose activity change, negative = inhibition, hits mostly inhibitors; hit rate 0.37% among 290,000; purified LmPK, Kinase-Glo ATP luminescence, 1 h; also: potency is read from the fitted curve at half-maximal effect; % is scaled to controls: 0 for no effect and ±100 for the full control effect
Target sequence (Q27686 whole entry, looked up): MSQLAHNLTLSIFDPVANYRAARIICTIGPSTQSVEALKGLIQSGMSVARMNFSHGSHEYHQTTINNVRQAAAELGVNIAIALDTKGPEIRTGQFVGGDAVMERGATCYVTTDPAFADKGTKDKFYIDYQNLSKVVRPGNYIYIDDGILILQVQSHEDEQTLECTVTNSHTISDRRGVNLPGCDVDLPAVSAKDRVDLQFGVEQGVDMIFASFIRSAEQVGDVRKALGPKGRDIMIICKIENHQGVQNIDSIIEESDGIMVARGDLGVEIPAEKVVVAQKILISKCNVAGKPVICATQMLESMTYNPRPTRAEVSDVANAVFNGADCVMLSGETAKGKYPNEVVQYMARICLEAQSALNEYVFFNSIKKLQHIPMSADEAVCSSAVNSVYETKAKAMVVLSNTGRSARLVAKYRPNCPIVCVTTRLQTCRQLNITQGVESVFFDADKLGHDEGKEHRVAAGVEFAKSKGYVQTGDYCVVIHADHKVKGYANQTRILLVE
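ATP generated from ADP (0.1 mM) and PEP (0.5 mM) by 0.1 nM LmPK over 1 h at room temperature (pH 7.2 imidazole buffer) was detected by coupled luciferase luminescence. Values were normalized to uninhibited and no-enzyme wells.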
Shiga inhibitor: Shiga toxin inhibition. Vero cells, Shiga toxin protein synthesis inhibition reporter. inhibition, % at 38.7 µM. hit rate 9.2% among 290,000. AID 2315; in the data active = inhibition mostly above about 28%, no sharp cut-off; inactive = mostly below about 43%; also: 0% is about no effect
AMA1 RON2 block: inhibitors of Plasmodium falciparum AMA1-RON2 interaction. hit rate 0.2% among 360,000. Potency, µM (titrated, usually from 58.2 µM), without a hit: top-dose activity change, negative = inhibition, actives largely listed as inhibitors. AlphaScreen AMA1-biotinylated RON2 peptide binding;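 also: potency is read from the fitted curve at half-maximal effect; 0% = vehicle wells and -100% = peptide control; nearly all actives have a fitted effect of over 45% in size; some results filed as inactive show a strong effect at the top dose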
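AMA1 (3D7) with his tag at 25 nM final met compounds first, then biotinylated RON2 peptide at 25 nM; detection used donor plus acceptor beads, 10 µg/mL apiece, read by AlphaScreen after 30 min at room temperature.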
Pf growth 48h: inhibits P. falciparum growth in the first generation, 48 h | P. falciparum luciferase growth in erythrocytes, 48 h | Potency, µM (doses to about 28.7 µM), inactives show at the highest dose activity change, negative = inhibition, hits mostly inhibitors | hit rate 5.9% among 310,000 | AID 504832; also: potency is read from the fitted curve at half-maximal effect; % is scaled to controls: 0 for no effect and ±100 for the full control effect
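Luminescence readout; reporter = integrated firefly luciferase in P. falciparum. RBC culture at 2% hematocrit, 0.1% parasitemia final, 37 C/5% CO2; decreased signal taken as growth inhibition.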
Starred values were filed as active, the others as inactive; ? = inconclusive; · = no result given; + = active, no number; [ ] = another dose, or the depositor's remark. Unless noted, calls follow the shape of the dose curve; as a rule, active = well fitted curve in the direction sought with a large enough effect; inconclusive = small, poorly fitted or top-dose-only effect, or another doubt; inactive = no such curve, though single readings can be large; an effect the other way counts as inactive or inconclusive.

1: CSc1sc(C(=O)NCC2CC2)c2c1S(=O)(=O)N(C)c1ccccc1-2
2: CCCCOC(=O)n1c(SCC(=O)N(C)C)nc2ccccc21
3: Cc1ccc2cc(CN(CC3CCCO3)C(=O)Nc3ccccc3F)c3nnnn3c2c1 (centres undefined)
4: CC1CCc2nc3ccc(S(=O)(=O)N4CCC(C(=O)NC5CCCC5)CC4)cc3c(C(=O)O)c2C1 (centres undefined)
5: OC(CNCCc1ccccc1)COc1ccc(OCC(O)CNCCc2ccccc2)cc1 (centres undefined)
6: Cc1cc(C)nc(N2CCCC(C(=O)Nc3nnc(C(C)C)s3)C2)n1 (centres undefined)
7: O=C(O)c1ccccc1C(=O)N1CCN(C(=O)c2ccccc2Cl)CC1
8: CCn1cc(S(=O)(=O)c2ccc(OC)cc2)c(=O)c2cc(OC)ccc21

screen / no.,1,2,3,4,5,6,7,8
Cycloheximide cs,-2,-2,45*,-4,-2,-2,7,1
Pf growth 96h,-1%,-10%,?,4%,3.7µM*,?,?,49%[activator]
Tb PYK inh,6%,2%,-5%,1%,2%,·,1%,0%
LmPK inhibitor,2%,4%,15%,3%,6%,4%,-2%,0%
Shiga inhibitor,-7,-10,84*,-14,-11,10,21,-13
AMA1 RON2 block,7%,3%,2%,5%,-21%,·,3%,-6%
Pf growth 48h,1%,82%[activator],42%[activator],·,1.7µM*,-4%,-11%,-11%

Six entries from above, tab-delimited.
No.	compound	Cycloheximide cs	Pf growth 96h	Tb PYK inh	LmPK inhibitor	Shiga inhibitor	AMA1 RON2 block	Pf growth 48h
2	CCCCOC(=O)n1c(SCC(=O)N(C)C)nc2ccccc21	-2	-10%	2%	4%	-10	3%	82%[activator]
3	Cc1ccc2cc(CN(CC3CCCO3)C(=O)Nc3ccccc3F)c3nnnn3c2c1 (centres undefined)	45*	?	-5%	15%	84*	2%	42%[activator]
4	CC1CCc2nc3ccc(S(=O)(=O)N4CCC(C(=O)NC5CCCC5)CC4)cc3c(C(=O)O)c2C1 (centres undefined)	-4	4%	1%	3%	-14	5%	·
5	OC(CNCCc1ccccc1)COc1ccc(OCC(O)CNCCc2ccccc2)cc1 (centres undefined)	-2	3.7µM*	2%	6%	-11	-21%	1.7µM*
6	Cc1cc(C)nc(N2CCCC(C(=O)Nc3nnc(C(C)C)s3)C2)n1 (centres undefined)	-2	?	·	4%	10	·	-4%
7	O=C(O)c1ccccc1C(=O)N1CCN(C(=O)c2ccccc2Cl)CC1	7	?	1%	-2%	21	3%	-11%

Other results:
9: Cn1ncc(Cl)c1C(=O)NC(=S)Nc1sc2c(c1C#N)CCCCC2
10: COc1cccc(CNC(=O)CSc2ccc(-c3ccncc3)nn2)c1
11: O=C(CCN1C(=O)C2C3C=CC(C3)C2C1=O)NCc1cccnc1 (centres undefined)
12: COc1ccc(CN(CC2CCC(C(=O)O)CC2)C(=S)Nc2cc(Cl)ccc2OC)cc1 (centres undefined)
13: Cc1ccc(NC(=S)NC2CCSc3ccccc32)cc1 (centres undefined)
14: O=C(Nc1nccs1)C1CC(=O)N(c2ccc(Cl)cc2)C1 (centres undefined)
15: O=C(/C=C/c1ccccc1)Oc1ccccc1C(=S)N1CCOCC1
16: Cc1ccc(OCC(O)CNCc2ccc(F)cc2)cc1 (centres undefined)

screen / no.,9,10,11,12,13,14,15,16
Cycloheximide cs,7,-1,-2,11,10,-2,-1,3
Pf growth 96h,5%,22%,?,21%,?,1%,17%,?
Tb PYK inh,-8%,·,-2%,-10%,0%,-2%,-6%,-5%
LmPK inhibitor,-4%,7%,0%,8%,1%,0%,5%,2%
Shiga inhibitor,19,17,14,-5,18,-9,16,-2
AMA1 RON2 block,12%,·,4%,3%,45%[activator],-6%,-12%,-2%
Pf growth 48h,69%[activator],?,0%,-22%,?,-5%[5.75 µM],-1%,?

17: C=CCc1cc(C)ccc1OCCn1ccnc1
18: O=[N+]([O-])c1ccc(Oc2cccc3cccnc23)c(Cl)c1
19: CCOC(=O)/C(C#N)=C/Nc1cc(C(C)(C)C)sc1C(C)=O
20: C=CCc1cc(C)ccc1OCCOCCC(C(=O)OCC)C(=O)OCC
21: O=C(N/N=C/c1ccncc1)c1cc(-c2ccc(Br)s2)[nH]n1
22: CCNC(=O)CSc1ncnc2sccc12
23: COC(=O)c1c(C)oc2ccc(N(C(=O)c3ccncc3)S(=O)(=O)c3ccc(C)cc3C)cc12
24: Cc1noc(C)c1CN1C(=O)c2ccccc2C1=O

screen / no.,17,18,19,20,21,22,23,24
Cycloheximide cs,-4,-1,-1,1,32*,-4,7,-4
Pf growth 96h,?,0%,-14%,12µM*,12µM*,?,2%,?
Tb PYK inh,0%,-14%,4%,1%,5%,1%,1%,1%
LmPK inhibitor,-1%,3%,3%,1%,-5%,-3%,3%,-5%
Shiga inhibitor,-12,34,1,10,40,-6,-15,-6
AMA1 RON2 block,-26%,-17%,-13%,83%[activator],7%,0%,-3%,-17%
Pf growth 48h,·,13%[0.00184 µM],?,-21%,?,·,0%,15%

25: CCC(O)C1CCN(C(=O)c2cc(COc3ccc4ncccc4c3)on2)CC1 (centres undefined)
26: C=CCn1c(COc2ccc(F)cc2)nnc1SCC(=O)N1CC(=O)Nc2ccccc21
27: CCCCn1c(N)c(N(CCOC)C(=O)c2ccc(N(C)S(=O)(=O)c3ccc(C)cc3)cc2)c(=O)[nH]c1=O
28: COC(=O)[C@H](Cc1ccccc1)NC(=O)N1CCC(C)CC1
29: COCC(=O)NC1CC2CCC(C1)N2C(=S)Nc1ccccc1C(=O)OC (centres undefined)
30: O=c1[nH]c2ccc(NS(=O)(=O)c3ccc4ccccc4c3)cc2[nH]1
31: Cc1c(Cl)sn(-c2ccc(Cl)cc2)c1=O
32: O=C1COc2ccc(C(=O)NCc3ccco3)cc2N1

screen / no.,25,26,27,28,29,30,31,32
Cycloheximide cs,-3,-6,·,9,1,-3,35*,-1
Pf growth 96h,-5%,-14%,?,·,36%[activator],31%[activator],?,52%
Tb PYK inh,-1%,-10%,-1%,2%,2%,0%,4.5µM*,1%
LmPK inhibitor,-7%,2%,·,1%,4%,-1%,1%,-1%
Shiga inhibitor,-14,-12,·,-10,13,-6,92*,-9
AMA1 RON2 block,1%,-6%,20%,1%,6%,-3%,3%,0%
Pf growth 48h,2%,-10%,?,37%[activator],49%[activator],-27%[5.75 µM],?,16%

33: N=c1sccn1CC(=O)Nc1ccc(S(N)(=O)=O)cc1
34: O=C1/C(=C\c2ccco2)SC(=S)N1C1CCCCC1
35: COc1cc(Br)ccc1C1CC(=O)C(C)C(c2ccc(Br)cc2OC)N1 (centres undefined)
36: COC(=O)CSc1cc([N+](=O)[O-])ccc1NC(=O)OC
37: CN(C)c1nc(-c2ccccn2)nnc1-c1ccccc1
38: O=c1c2ccc([N+](=O)[O-])cc2ncn1CCOc1cccc(Br)c1
39: CC(C)(C)c1cc(C(=O)NNC(=O)Nc2cccc(Cl)c2)n(Cc2ccccc2)n1
40: O=c1c2ccccc2nc(SCc2ccc(F)cc2Cl)n1CCCN1CCOCC1

screen / no.,33,34,35,36,37,38,39,40
Cycloheximide cs,-2,-4,-8,1,2,2,-1,3
Pf growth 96h,?,?,24%,?,2.1µM*,?,9.3µM*,?
Tb PYK inh,1%,·,-6%,1%,0%,-3%,-5%,-1%
LmPK inhibitor,-3%,2%,-5%,-1%,-14%,3%,7%,2%
Shiga inhibitor,-3,·,12,11,-28,28,-7,-9
AMA1 RON2 block,31%[activator],·,-6%,1%,9%,-14%,52%[activator],-22%
Pf growth 48h,?,24%,·,16%,·,-7%,?,?

41: CSc1ccccc1OC1CCN(Cc2ccccc2)CC1
42: COc1ccc(C(=O)NCC(c2cccs2)N2CCOCC2)cc1OC (centres undefined)
43: COCCn1c(SCC(=O)Nc2ccc3c(c2)CCC3)nc2ccccc2c1=O
44: COc1cc(C2(O)CCCCC2C)cc(OC)c1OC (centres undefined)
45: O=C(COC(=O)c1cc(Cl)ccc1Cl)Nc1ccc2[nH]c(=O)[nH]c2c1
46: Cc1cccc(C(=O)OCC(=O)NC(C)CCc2ccccc2)c1 (centres undefined)
47: COc1ccc(CN2CCNC(=O)C2CC(=O)N(C)CCC2CCOCC2)cc1OC (centres undefined)
48: COc1ccccc1C1=NOC(Cn2c(NCC3CCCO3)nc3c2c(=O)n(C)c(=O)n3C)C1 (centres undefined)

screen / no.,41,42,43,44,45,46,47,48
Cycloheximide cs,-6,·,-1,6,·,-1,-2,14
Pf growth 96h,-28%,14%,0%,10%,-9%,10%,?,-2%
Tb PYK inh,-11%,2%,-9%,-7%,4%,-2%,-5%,-9%
LmPK inhibitor,1%,·,1%,1%,·,-3%,-9%,1%
Shiga inhibitor,-14,·,8,6,·,23,-9,-3
AMA1 RON2 block,?,20%,2%,-5%,-14%,6%,2%,-16%
Pf growth 48h,-1%,9%,-18%,-2%,0%,?,8%,-4%

49: Cc1cc(NC(=O)CCC(=O)N(C2CC2)C(C(=O)NC(C)(C)C)c2ccccc2Cl)no1 (centres undefined)
50: CC1(C)CC(NC(=O)CCC2CCCC2)CC(C)(C)N1
51: Nc1nnc(CCS(=O)(=O)c2cc(Cl)ccc2Cl)s1
52: CCCCOc1cccc(OCCCC)c1C(=O)Nc1cc(C)on1
53: COc1ccc(NC(=O)CS(=O)c2cccc(C(F)(F)F)c2)cc1 (centres undefined)
54: Cc1c(CCO)c(=O)[nH]n1S(=O)(=O)c1cccc(C(F)(F)F)c1
55: CCOc1ccc2nc(NCCNC(=O)Nc3cccc(C)c3)c(C#N)cc2c1
56: COc1ccc(C(=O)OC(C)CN2CCOCC2)cc1 (centres undefined)

screen / no.,49,50,51,52,53,54,55,56
Cycloheximide cs,1,1,7,0,-2,-2,-2,16
Pf growth 96h,58%[activator],·,219%[activator],25%,0%,-14%,10%,9%
Tb PYK inh,-1%,9%,-8%,-18%,3%,1%,-9%,-11%
LmPK inhibitor,1%,2%,1%,-5%,-1%,-6%,1%,-6%
Shiga inhibitor,3,-13,-3,-9,1,-10,18,27
AMA1 RON2 block,-5%,-1%,24%,0%,-5%,-5%,58%[activator],-5%
Pf growth 48h,-9%,4%,·,2.1µM*,-9%,5%,?,·

57: O=C1O/C(=C/c2ccccc2)c2ccccc21
58: COC(=O)c1ccc2c(c1)C(=O)/C(=C/c1ccc(O)cc1)O2
59: CC(CN(C)C)CN1c2ccccc2Sc2ccc(C(F)(F)F)cc21 (centres undefined)
60: CCN(CC)S(=O)(=O)c1ccc2[nH]cc(C(=O)NCCCN3CCCCC3)c(=O)c2c1

screen / no.,57,58,59,60
Cycloheximide cs,65*,20,·,-4
Pf growth 96h,49%[activator],20%,?,?
Tb PYK inh,-1%,-4%,3%,1%
LmPK inhibitor,-7%,11%,·,2%
Shiga inhibitor,+,65*,·,-5
AMA1 RON2 block,57%[activator],6%,·,-1%
Pf growth 48h,2%,60%[activator],15µM*,?
